Compound activity from PubChem BioAssay.
Vif-APOBEC3G blk – Vif-A3G binding inhibition; Potency, µM (highest dose often 46.1 µM), without a hit: top-dose activity, negative = active, hits mostly inhibitors; hit rate 0.076% among 410,000; Q9HC16; HeLa A3G-eYFP + Vif (tagged APOBEC3G with the HIV-1 protein that degrades it), YFP fluorescence, overnight;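 also: potency is read from the fitted curve at half-maximal effect; % is scaled to controls: 0 for no effect and ±100 for the full control effect; nearly all actives have a fitted effect of over 60% in size; hits raise eYFP signal because A3G escapes Vif-driven loss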
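HeLa cells stably expressing Vif and C-terminally eYFP-tagged A3G, seeded overnight at 37 deg C, then exposed to compound by pintool overnight at 37 deg C. Rise in yellow fluorescence (Ex 488/Em 500-530, Acumen) marks blocked Vif-driven A3G degradation.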
RXFP1 antagonist – blocks the human relaxin receptor RXFP1; HEK293-RXFP1, relaxin-stimulated cAMP HTRF, 30 min; stronger effect = lower value; activity change, negative = inhibition, % at 57.5 µM; hit rate 0.59% among 350,000; AID 1259400;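 active = activity change of -60% or lower, but not beyond a set lower limit; inconclusive = change between -60% and -40%, or beyond the set limit; inactive = change above -40%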; also: % is scaled to controls: 0 for no effect and ±100 for the full control effect
D1 PAM – enhances dopamine response at the human D1 receptor; HEK293 TREx D1 cells, calcium flux, dopamine EC20 potentiation; hit rate 0.036% among 360,000; potentiation, % at 10 µM; in the data active = potentiation above about 30%; also: 0% is about no effect
Target sequence (P21728 whole entry, looked up): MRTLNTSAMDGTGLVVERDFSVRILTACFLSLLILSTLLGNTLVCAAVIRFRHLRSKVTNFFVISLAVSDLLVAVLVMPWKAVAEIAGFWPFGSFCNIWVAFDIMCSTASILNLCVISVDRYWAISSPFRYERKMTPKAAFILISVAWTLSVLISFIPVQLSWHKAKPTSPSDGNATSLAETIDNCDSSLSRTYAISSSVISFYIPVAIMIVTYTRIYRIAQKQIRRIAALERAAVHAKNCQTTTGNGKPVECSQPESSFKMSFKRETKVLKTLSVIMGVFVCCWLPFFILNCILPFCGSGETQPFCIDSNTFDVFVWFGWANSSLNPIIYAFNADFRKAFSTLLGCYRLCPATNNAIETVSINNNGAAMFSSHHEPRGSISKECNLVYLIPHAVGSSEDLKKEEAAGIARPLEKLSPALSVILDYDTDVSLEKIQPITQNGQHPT
D2 potentiator – positive allosteric modulators of human D2 dopamine receptor. P14416. potentiation, % at 10 µM. hit rate 0.34% among 340,000. HEK293 T-REx D2, calcium flux, EC20 dopamine potentiation;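 active = potentiation over 3 SD above the plate norm, cut at about 30% in these data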; also: 0% is about no effect
Target sequence (P14416 whole entry, looked up): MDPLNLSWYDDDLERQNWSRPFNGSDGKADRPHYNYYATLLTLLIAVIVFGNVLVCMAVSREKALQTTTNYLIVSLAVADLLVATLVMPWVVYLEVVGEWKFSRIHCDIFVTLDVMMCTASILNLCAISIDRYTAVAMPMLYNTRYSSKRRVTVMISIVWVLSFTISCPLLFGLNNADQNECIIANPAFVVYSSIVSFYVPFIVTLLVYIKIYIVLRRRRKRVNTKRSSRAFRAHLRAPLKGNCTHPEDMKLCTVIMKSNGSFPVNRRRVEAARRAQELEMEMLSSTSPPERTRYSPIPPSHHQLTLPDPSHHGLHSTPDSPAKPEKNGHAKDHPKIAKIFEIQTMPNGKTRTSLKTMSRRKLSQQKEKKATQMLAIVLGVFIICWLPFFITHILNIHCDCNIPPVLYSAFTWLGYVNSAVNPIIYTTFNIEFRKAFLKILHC
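Cells plated with tetracycline inducer and held overnight at 30 C; calcium dye loaded 30–90 min at room temperature; baseline taken, compound added and read 180 s; EC20 dopamine then added and read 180 s.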
RXFP1 agonist – activates the human relaxin receptor RXFP1 | Q9HBX9 | hit rate 0.3% among 370,000 | Potency, µM (highest dose often 57.5 µM), without a hit: at the highest dose activation, actives largely listed as activators | HEK293T-RXFP1 cAMP TR-FRET, 30 min; response scale: percent of porcine relaxin response, buffer zero; also: potency is read from the fitted curve at half-maximal effect; % is scaled to controls: 0 for no effect and ±100 for the full control effect; nearly all actives have a fitted effect of over 60% in size; many of its hits are not listed in these tables
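cAMP rise read by TR-FRET after 30 min, 37C compound exposure (up to 58 uM) in RXFP1-transfected HEK293 cells with Ro 20174 present. EC50 from Hill-equation fits, with 29 nM porcine relaxin as 100% and buffer as basal.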
D1 antagonist – antagonists of human D1 dopamine receptor; P21728; HEK293 TREx D1 cells, calcium flux, dopamine EC80; stronger effect = lower value; activity change, negative = inhibition, % at 10 µM; hit rate 3.2% among 360,000; AID 504652; in the data active = activity change below about -30%; also: % is scaled to controls: 0 for no effect and ±100 for the full control effect
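Allosteric or orthosteric antagonism assessed as attenuation of the calcium response to EC80 dopamine, added 180 s after compound, in induced HEK293 Trex D1 cells loaded with no-wash calcium dye.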
Vif-A3F inh – Vif-A3F binding inhibition; HeLa A3F-eYFP + Vif (tagged APOBEC3F with the HIV-1 protein that degrades it), YFP fluorescence increase; Potency, µM (doses to about 46.1 µM), inactives show at the top dose activity, negative = active; hit rate 0.2% among 390,000; AID 602313; also: potency is read from the fitted curve at half-maximal effect; % of control where 0% means no effect; nearly all actives have a fitted effect of over 65% in size
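HeLa cells stably expressing A3F-eYFP plus Vif, plated and incubated overnight at 37 deg C, then exposed to compounds overnight at 37 deg C. Blocked degradation read as raised yellow fluorescence (Ex 488/Em 500-530).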
Glioma ERSR ind – inducers of ER stress response in human glioma cells | AID 602332 | U87-MG GRP78 promoter luciferase reporter, 16 h | Potency, µM, for the others: at the top dose activation, actives largely listed as activators | hit rate 0.02% among 420,000; also: potency is read from the fitted curve at half-maximal effect; series mostly up to about 76 µM; % of control where 0% means no effect; nearly all actives have a fitted effect of over 35% in size
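Stably transfected U87-MG human glioma cells carrying a GRP78-based luminescent sensor were seeded at 1000 cells/well, pin-dosed with compounds and incubated 16 h. Luciferase reagent was then added, and end-point luminescence was read after 10 min at room temperature.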
D1 ag – human D1 receptor agonism. P21728. HEK293 T-REx D1 cells, calcium flux, agonist mode. activation, % at 2 µM. hit rate 1% among 360,000; in the data active = activation above about 30%; also: 0% is about no effect
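Inducible HEK293 T-REx D1 cells, force-coupled to calcium signalling, were plated at 4000 cells/well with tetracycline and held overnight at 30 C. After no-wash calcium dye loading, compound-evoked calcium rise over 180 s flagged agonists.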
* = called active by the depositor; ? = inconclusive; . = not tested or not shown; & = joins results of further samples. Unless noted, calls follow the shape of the dose curve; as a rule, active = well fitted curve in the direction sought with a large enough effect; inconclusive = small, poorly fitted or top-dose-only effect, or another doubt; inactive = no such curve, though single readings can be large; an effect the other way counts as inactive or inconclusive. A portion of the library (hit frequency here may not be typical).

molecule	Vif-APOBEC3G blk	RXFP1 antagonist	D1 PAM	D2 potentiator	RXFP1 agonist	D1 antagonist	Vif-A3F inh	Glioma ERSR ind	D1 ag
COCCN(C(=O)c1snc(C(N)=O)c1N)C(C(=O)NC1CCCCC1)c1ccc(F)cc1 (centres undefined)	-8%	-4	0	7	10%	-3	-1%	-2%	1
O=C(CCCOc1ccccc1)N1CCCCC1	-2%	-4	2	1	-0.9%	-2	9%	-13%	-2
C[C@H](NC(=O)C1CCN(S(=O)(=O)c2ccccc2)CC1)C(=O)NCc1ccccn1	4%	8	2	-1	-0.1%	-4	4%	-1%	3
CC(=O)c1cccc(NC(=O)C(C)n2c(=O)cc(-c3ccccc3)c3c(C)nn(C)c32)c1 (centres undefined)	1%	-3	3	16	0.4%	9	-3%	-3%	12
O=C1c2oc3ccccc3c(=O)c2C(c2ccccc2F)N1Cc1ccc2c(c1)OCO2 (centres undefined)	1%	-5	-2	-4	0.5%	-5	-2%	-3%	2
CC(=O)c1ccc(NC(=O)CN2CCC(NC(=O)C3CCCCC3)CC2)cc1	6%	-4	6	-7	0.4%	-9	-1%	0%	0
Cc1ccc(-c2cc(C(=O)NCC3(N(C)C)CCCCC3)c3ccccc3n2)o1	6%	6	.	.	.	.	-9%	-2%	.
Cc1nnc(SCC(=O)Nc2cccnc2Cl)s1	1%	1	1	8	3.8%	1	12%	-1%	2
C/C(Cn1cnc([N+](=O)[O-])n1)=N\NC(=O)c1cccc(F)c1	-27%	7	1	-16	-4.2%	0	-10%	8%	-2
COc1ccc(CNC(=O)C(=O)NCC(c2cccnc2)N2CCN(c3ccccc3)CC2)cc1 (centres undefined)	2%	-9	-1	0	0.8%	-6	1%	-3%	4
O=C(NCc1ccccc1)c1cccc(S(=O)(=O)N2CCCCC2)c1	1%	-11	-6	1	1.0%	-18	3%	-8%	1
CCOC(=O)c1nnc2c(-c3ccc(F)cc3)c(C)nn2c1N	0%	.	0	-7	6.3%	-2	?	-3%	2
O=C(NCCC1=CCCCC1)c1ccc(Cl)cc1	.	.	-6	10	0.8%	-41*	.	.	19
O=C(COC(=O)c1c[nH]c2ccccc12)Nc1ccc(F)cc1	0%	-2	-6	1	-1.3%	-13	-8%	-2%	7
COc1ccccc1C(=O)N/C(=C/c1ccccc1)C(=O)Nc1ccc(C(=O)O)cc1	3%	-3	-3	-8	-0.8%	-5	0%	0%	-3
Cc1cc(C)n2nc(C(=O)OCC(=O)NC3CCS(=O)(=O)C3)nc2n1 (centres undefined)	1%	-6	.	.	.	.	-4%	-1%	.
Cc1cc(=O)oc(C)c1C(=O)Nc1cccc2nonc12	6%	8	3	5	9.2%	6	4%	-4%	2
CCC(C(=O)NCc1ccccc1)n1nc(C)c2sc3ccccc3c2c1=O (centres undefined)	4%	-8	-2	-5	23%	6	7%	-4%	0
CC(=O)Nc1ccc(NC(=O)c2cc(-c3cc(C)c(C)cc3O)n[nH]2)cc1	0%	1	9	5	-2.3%	-22	0%	-2%	2
Cc1c(NC(=S)NC(NC(=O)C(C)(C)C)C(Cl)(Cl)Cl)c(=O)n(-c2ccccc2)n1C (centres undefined)	1%	.	-2	11	0.0%	6	?	-4%	2
NS(=O)(=O)c1cccc(NC(=O)COC(=O)Cc2ccc(S(=O)(=O)N3CCCCC3)s2)c1	0%	-3	0	2	0.1%	-26	6%	-2%	7
COc1ccc(CCNC(=O)CNS(=O)(=O)c2ccc(Br)cc2)cc1	-5%	4	.	.	.	.	-4%	-2%	.
Cc1ccc(S(=O)(=O)N2CCC(C(=O)N[C@@H](C)C(=O)NCCc3ccccc3)CC2)cc1	1%	-4	-8	-3	-0.3%	12	-15%	-4%	1
COc1ccc(C2=NN(C(C)=O)C(c3ccccc3)C2)cc1 (centres undefined)	2%	1	-1	-5	0.3%	-22	-12%	10%	2
COc1ccc(NC(=S)c2ccccc2)cc1	-4%	8	0	6	1.7%	-10	2%	10%	5
NC(=O)c1ccc(NC(=O)CN2CCN(c3ccccc3)CC2)cc1	3%	8	-9	-22	0.1%	-24	4%	0%	0
O=C(CN1C(=O)NC2(CCc3ccccc3C2)C1=O)NCC(F)(F)F (centres undefined)	-2%	0	-3	-3	0.7%	7	0%	5%	2
CC(=O)N1c2ccc(S(=O)(=O)NCC3CCC(C(=O)Nc4cc(C)ccc4C)CC3)cc2CC1C (centres undefined)	3%	2	0	4	0.1%	-7	14%	7%	1
Cc1ccc(-c2c(C#N)c(N)nc3c2CCCCCC3)o1	0%	21	-3	3	0.2%	-6	-11%	3%	2
Cc1ccc(S(=O)(=O)N2CCN(C(=O)CSC3CCCC3)CC2)c(C)c1	5%	39	-4	14	0.5%	7	-17%	-1%	-1
COc1cccc(NC(=O)CSc2ccc3nnc(-c4ccncc4)n3n2)c1	-7%	.	-7	3	18%	-11	0%	-2%	2
CCOCCCNC(=O)C(c1ccc(OC)cc1)N(Cc1ccc2c(c1)OCO2)C(=O)c1ccccc1O (centres undefined)	1%&0%	24&1	0&0	22&-8	1.6%&-0.9%	4&-1	7%&-12%	-4%&0%	1&-2
COc1ccc(-c2nc3ccccc3s2)cc1NC(=O)c1cc2ccccc2o1	1%	-2	0	-1	4.0%	-2	1%	-4%	1
Cc1nc2sc(C(=O)N(C)c3ccccc3)c(NC(=O)c3ccccc3Cl)c2c(C)c1C	.	1	-1	-3	0.1%	1	.	.	1
O=c1[nH]c2cc(Cl)cc(Cl)c2[nH]c1=O	1%	-11	2	1	5.5%	4	-5%	-2%	0
COc1ccc(C(=O)NC2CC(C)(C)Cc3c2cnn3-c2ccccc2C)c(OC)c1OC (centres undefined)	-2%	1	5	11	-2.1%	10	-6%	1%	4
O=C(c1ccc2c(c1)C(=O)N(Cc1ccncc1)C2=O)N1CCN(S(=O)(=O)c2ccc(OC(F)(F)F)cc2)CC1	1%	12	.	.	.	.	0%	2%	.
Cc1onc(-c2ccccc2)c1C(=O)Nc1ccc(OC(C)C)cc1	-8%	.	-2	-1	0.0%	-12	5%	-7%	8
COCC(=O)N1CCC(Oc2ccc(C(=O)N3C[C@@H]4CCC[C@H]3C4)cc2)CC1	-3%	3	2	3	0.2%	2	18%	-5%	2
Cc1cc(OCC(=O)OCC(=O)Nc2cc(S(=O)(=O)N3CCOCC3)ccc2Cl)ccc1Cl	0%	-7	.	.	.	.	2%	-1%	.
Cc1cc(Cl)c(S(=O)(=O)Nc2ccc(S(=O)(=O)N3CCOCC3)cc2)cc1OCC(N)=O	-1%	-2	0	4	-0.5%	-5	1%	-2%	2
Cc1nn(-c2ccccc2)c2sc(C(=O)NC3CCCCC3)cc12	1%	-26	-3	21	-2.9%	-52*	0%	-2%	2
CC1CCc2c(sc3ncn(Cc4ccc(C(=O)O)cc4)c(=O)c23)C1 (centres undefined)	-4%	-2	0	3	1.4%	-13	-3%	2%	0
O=C(O)c1cccc(NC(=S)NC(NC(=O)c2ccccc2[N+](=O)[O-])C(Cl)(Cl)Cl)c1 (centres undefined)	4%	1	-12	-5	-1.8%	-2	1%	-4%	0
O=S(=O)(Cc1ccccc1)N1CCN(C/C=C/c2ccccc2)CC1	2%	0	-12	-21	0.2%	-33*	-2%	2%	47*
CN(C)c1nc2ncn(Cc3ccccc3)c2c(=O)[nH]1	-1%	5	-1	9	3.2%	12	-2%	-5%	4
COCCSc1nnc(NS(=O)(=O)c2ccc(C)cc2)s1	4%	1	-2	4	0.3%	-3	-9%	-2%	0
Cc1c(C#N)c(NC(=O)CCl)n(Cc2cccs2)c1C	?	-2	-2	6	0.2%	5	-2%	-14%	2
O=C(NCCN1CCOCC1)c1ccc2c(c1)N(Cc1ccccc1F)C(=O)CS2	0%	-5	1	8	0.4%	-1	8%	-3%	-2
Cc1ccc(NC(=O)C2(N3CCC3=O)CCCCC2)cc1	-5%	-2	-1	11	-0.2%	-24	7%	-3%	1
CCN1CCN(C(=O)c2cc(COc3ccc(F)c(F)c3)on2)[C@@H](C)C1=O	0%	-2	.	.	.	.	1%	3%	.
O=C(c1ccc(Cl)cc1Cl)N1CCOCC1	0%	-2	.	.	.	.	-2%	-2%	.
O=C(c1ccccc1)N1CCN(c2ccc([N+](=O)[O-])cc2-n2cccc2)CC1	0%	1	-3	-10	1.8%	4	1%	-5%	6
COc1cccc(CNC(=O)CCC2CCCN(C(=O)c3ccc(F)c(Cl)c3)C2)c1 (centres undefined)	7%	-4	9	5	-0.5%	0	-6%	-2%	3
COc1ccc(C(=O)O)cc1S(=O)(=O)N1CCN(Cc2ccc3c(c2)OCO3)CC1	5%	3	.	.	.	.	-3%	-3%	.
CC(C)(C)c1ccc(C(CC(=O)O)NS(=O)(=O)Cc2ccccc2)cc1 (centres undefined)	2%	2	-6	-2	-3.5%	-2	2%	11%	3
COc1ccccc1NC(=S)NCCc1ccccc1	1%	-2	-2	-6	2.2%	-2	-7%	-2%	2
C/C(N)=C(/C#N)C(=O)CSc1nnc(Nc2cccc(C)c2)s1	-11%&-7%	-20&-10	3	6	0.1%	-12	1%&-11%	2%&6%	0
Cc1ccccc1NC(=O)COc1nsnc1N1CCOCC1	1%	-1	8	9	1.5%	3	-5%	-3%	1
COc1ccc(NS(=O)(=O)c2ccc(C)c(C(=O)N3CCN(Cc4cc(OC)ccc4OC)CC3)c2)cc1	-1%	0	.	.	.	.	4%	-1%	.
Cc1nc2cc(-c3cccc(Cl)c3)nn2c(N2CCN(C(=O)c3ccco3)CC2)c1C	.	.	1	3	2.7%	-2	.	.	1
O=C(NCc1ccc(F)cc1)c1cnccn1	0%	-7	2	13	-0.3%	-18	18%	2%	8
